High-throughput results as filed in PubChem BioAssay.
TROY NFkB inh: inhibitors of TROY-driven NF-kB signaling, primary screen, Q293 LMP1-TROYcd cells, NF-kB luciferase, uHTS; Q293 LMP1-TROYcd NF-kB luciferase reporter, 4 h; inhibition, % at 10 µM; 360,000 tested, 0.98% active; AID 1347056, 2019;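 active = compounds whose plate-normalised and pattern-corrected inhibition of the luciferase reporter signal at the single screening dose is 50% or more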
LRH-1 inv ag: LRH-1 (NR5A2) inverse agonists, primary screen, cell-based, luminescence, HEK293T, StAR-luciferase reporter; Nuclear receptor subfamily 5 group A member 2 (Homo sapiens), O00482; LRH-1 transfected, 24 h; inhibition, % at 3.6 µM; 360,000 tested, 0.13% active; AID 602396, 2012;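 active = inhibition above the mean inhibition of all tested compounds plus 3 SD, cut at about 73% in these data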;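 note: 0% = DMSO wells and 100% = reporter-only cells lacking LRH-1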
COUP-TFII inh: NR2F2 transcriptional activity inhibitors, primary screen, cell-based, luciferase reporter, HEK293T, luminescence | AID 686940, 2013 | inhibition, % at 8.6 µM | COUP transcription factor 2 (Homo sapiens), P24468 | HEK293T NGFI-A luciferase reporter | 370,000 tested, 0.7% active;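 active = inhibition above a per-plate cutoff, mean inhibition of test wells between control levels plus 3 SD, cut at about 38% in these data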;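 note: cells cotransfected with COUP-TFII expression vector driving the NGFI-A reporter; 0% = median of COUP-TF2 test wells and 100% = reporter-only cells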
TWEAK-Fn14 inh: inhibitors of TWEAK-Fn14 signaling, primary screen, luciferase reporter cells, uHTS | TWEAK-stimulated Fn14 reporter cells, luciferase luminescence, 8 h | inhibition, % at 10 µM | 360,000 tested, 2% active; in the data active = inhibition above about 50%
C8 TRAIL sens: viability loss with TRAIL in NB7+C8 cells, primary screen, TRAIL sensitizer project, cell-based, ATPlite luminescence; inhibition (viability loss, TRAIL sensitization), % at 10 µM; 360,000 tested, 1% active; AID 624354, 2012;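 active = compounds causing at least 50% loss of cell viability in the single-dose screen, relative to plate controls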
SRC3 inh: SRC3 coactivator transcriptional activity inhibitors, primary screen, cell-based, luminescence; HEK293 GAL4-SRC3 luciferase reporter; 360,000 tested, 0.17% active; Nuclear receptor coactivator 3 (Homo sapiens), Q9Y6Q9; inhibition, % at 3.6 µM; AID 588352, 2011;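 active = inhibition above a per-campaign cutoff, the mean of all compounds plus 3 SD, cut at about 60% in these data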;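 note: 0% = DMSO-treated cells and 100% = gossypol-treated cells at 36 µM; higher means less SRC3-driven luciferase light from the GAL4 reporter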
LMP1 NFkB inh: EBV LMP1-driven NF-kappaB luciferase reporter inhibitors, primary screen, cell-based, luminescence, single point | LMP1-induced NF-kappaB luciferase reporter cells | inhibition, % at 12.5 µM | 350,000 tested, 0.69% active; in the data active = inhibition above about 41%;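 note: 0% = neutral control wells and 100% = reference inhibitor control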
NCOA1 inh: SRC1 coactivator transcriptional activity inhibitors, primary screen, cell-based, luminescence; 360,000 tested, 0.12% active; inhibition, % at 3.6 µM; AID 588354, 2011; HEK293 GAL4-SRC1 luciferase reporter;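 active = inhibition above the campaign mean plus 3 SD, with each screening campaign given its own cutoff, cut at about 60% in these data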;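 note: 0% = DMSO treated cells and 100% = gossypol at 36 µM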
NOD2-RIPK2 inh: NOD2-RIPK2 binding disruptors in cells, primary screen, fluorescence, CHO cells, BLA complementation | Receptor-interacting serine/threonine-protein kinase 2 (Homo sapiens), O43353 | CCF4 ratio | inhibition, % at 4.98 µM | 360,000 tested, 0.38% active | AID 624267, 2012; in the data active = inhibition above about 21%;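 note: 0% = vehicle only and 100% = reference blocker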
SRC2 inh: inhibition of GAL4-SRC2 driven luciferase reporter, primary screen, SRC2 inhibitor project, cell-based, luminescence; Nuclear receptor coactivator 2 (Homo sapiens), Q15596; HEK293 GAL4-SRC2 luciferase reporter; inhibition, % at 9 µM; 370,000 tested, 0.17% active;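 active = inhibition above the mean inhibition of all tested compounds plus 3 SD, set per campaign, cut at about 52% in these data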;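 note: 0% = DMSO treated cells and 100% = cells given Gossypol at 36 µM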
TLR9-MyD88 block: inhibitors of TLR9-MyD88 association in cells, primary screen, cell-based, CHO, BLA complementation, fluorescence; inhibition, % at 4.98 µM; CCF4 FRET ratio; AID 504734, 2011; 340,000 tested, 0.21% active; Toll-like receptor 9 (Homo sapiens) + Myeloid differentiation primary response protein …;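 active = inhibition above the mean over all tested compounds plus 3 SD, cut at about 21% in these data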;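 note: 0% = DMSO only wells and 100% = clavulanate BLA inhibitor control wells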
Target sequence (Q99836 whole entry, looked up): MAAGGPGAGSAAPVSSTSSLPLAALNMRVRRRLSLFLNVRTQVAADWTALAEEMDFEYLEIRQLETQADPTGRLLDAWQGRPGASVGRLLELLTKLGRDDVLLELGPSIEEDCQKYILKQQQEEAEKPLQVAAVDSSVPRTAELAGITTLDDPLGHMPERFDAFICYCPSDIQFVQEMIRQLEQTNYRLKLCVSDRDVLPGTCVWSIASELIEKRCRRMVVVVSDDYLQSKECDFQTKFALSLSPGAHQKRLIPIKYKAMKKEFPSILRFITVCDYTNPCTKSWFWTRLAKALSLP
Target sequence (Q9NR96 whole entry, looked up): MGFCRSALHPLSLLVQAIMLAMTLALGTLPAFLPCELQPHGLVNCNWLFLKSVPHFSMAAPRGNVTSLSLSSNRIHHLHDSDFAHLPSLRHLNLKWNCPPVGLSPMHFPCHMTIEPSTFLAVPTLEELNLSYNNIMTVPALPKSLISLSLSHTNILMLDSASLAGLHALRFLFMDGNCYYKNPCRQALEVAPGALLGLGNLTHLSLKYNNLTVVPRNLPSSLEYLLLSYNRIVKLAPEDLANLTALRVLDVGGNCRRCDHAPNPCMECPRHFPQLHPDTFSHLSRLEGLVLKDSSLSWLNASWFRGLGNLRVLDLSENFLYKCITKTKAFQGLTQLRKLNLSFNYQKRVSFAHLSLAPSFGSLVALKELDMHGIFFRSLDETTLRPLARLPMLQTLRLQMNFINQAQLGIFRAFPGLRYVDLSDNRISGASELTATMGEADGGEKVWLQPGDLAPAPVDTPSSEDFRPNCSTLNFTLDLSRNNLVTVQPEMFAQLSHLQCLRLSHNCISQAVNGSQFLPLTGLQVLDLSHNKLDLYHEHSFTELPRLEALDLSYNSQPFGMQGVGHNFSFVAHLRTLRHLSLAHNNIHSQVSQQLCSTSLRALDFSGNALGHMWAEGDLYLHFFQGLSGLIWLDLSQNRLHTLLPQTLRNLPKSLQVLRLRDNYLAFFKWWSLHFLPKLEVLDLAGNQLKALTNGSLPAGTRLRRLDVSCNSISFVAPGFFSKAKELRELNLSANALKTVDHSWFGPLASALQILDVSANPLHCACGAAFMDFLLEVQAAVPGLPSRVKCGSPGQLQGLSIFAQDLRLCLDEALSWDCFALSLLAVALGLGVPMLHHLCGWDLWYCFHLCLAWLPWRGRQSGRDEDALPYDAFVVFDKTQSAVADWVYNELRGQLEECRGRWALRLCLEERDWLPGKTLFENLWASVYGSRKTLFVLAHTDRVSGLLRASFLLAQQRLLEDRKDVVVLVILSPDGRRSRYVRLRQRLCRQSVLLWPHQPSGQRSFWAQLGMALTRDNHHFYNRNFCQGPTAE
Starred values were filed as active, the others as inactive; x = no result given. A portion of the library; the hit share may differ from the screen's.

SMILES	TROY NFkB inh	LRH-1 inv ag	COUP-TFII inh	TWEAK-Fn14 inh	C8 TRAIL sens	SRC3 inh	LMP1 NFkB inh	NCOA1 inh	NOD2-RIPK2 inh	SRC2 inh	TLR9-MyD88 block
COc1cccc(C(=O)Nc2cccc(C(=O)NC3=NN(c4c(Cl)cc(Cl)cc4Cl)C(=O)C3)c2)c1	2	0	4	3	-5	-8	-3	-26	3	-22	-4
COc1ccc(CCNC(=O)CC2(CC3=NS(=O)(=O)c4ccccc4N3)CCCC2)cc1OC	12	-8	13	-16	4	-10	2	-14	-6	0	-3
CCOC(=O)N1CCN(C(=O)CSc2nnc(-c3ccccc3OC)o2)CC1	-10	-20	10	3	6	-22	-6	7	0	1	-9
Cc1cc(C(=O)NC2CCC(C)CC2)c(C)o1 (configuration not stated)	-33	-90	-36	-16	3	-62	-21	-114	-17	-17	0
O=C(CN1C(=O)COc2ccccc21)N1CCN(c2ccccc2F)CC1	-10	-3	-14	-4	3	19	-10	-5	-11	-31	5
CCn1c(N)c(C(=O)NC)sc1=S	10	9	-16	-14	-1	3	-4	-14	-5	9	-8
O=C(N/N=C/c1ccncc1)c1cc(C2CC2)nc2ccccc12	4	-5	x	6	-16	11	-7	5	-1	x	8
COC(=O)CC1C(=O)NCCN1C(=O)CSc1nnc(Nc2ccc(C)cc2)s1 (configuration not stated)	-1	-14	5	4	-4	12	2	-26	-8	2	11
Cc1ccc2nc(SCC(=O)c3ccc(O)cc3O)[nH]c2c1	-44	-69	-23	-17	2	-62	-12	-87	-6	-30	1
CC(Oc1ccc(Cl)cc1Cl)C(=O)NNC(=O)C(=O)N1CCCCC1 (configuration not stated)	-13	-2	14	13	-3	14	-6	15	-8	-10	3
CCOc1ccc(OCc2ccc(C(=O)N3CCCCC3)o2)cc1	-1	-28	9	-12	-4	-13	-3	-12	-1	-21	5
COc1ccc(OC)c(NC(=O)CN2c3cccc4cccc(c34)S2(=O)=O)c1	-4	-19	12	-15	5	13	-1	13	-4	3	-14
CCOc1ccccc1C1C(C(N)=O)=C(C)Nc2nc(-c3ccc(OC)cc3)nn21 (configuration not stated)	-15	-1	-1	5	23	4	14	-3	-8	-2	-2
CC(OC(=O)Cc1c[nH]c2ccccc12)C(=O)Nc1ccc(S(N)(=O)=O)cc1 (configuration not stated)	22	16	-24	24	1	-3	1	-7	-1	4	-1
CCn1ncc(/C=N\NC(=O)COc2cc(C)cc(C)c2)c1C	-2	-1	15	5	2	21	-6	-2	-7	-26	-2
COc1cc(C(=O)N(CCN(C)C)CC2CCCN(Cc3ccccc3F)C2)ccc1C (configuration not stated)	7	-2	4	-3	3	2	1	-16	3	-19	5
CSCCC(NS(=O)(=O)c1ccc2ccccc2c1)C(=O)O (configuration not stated)	-8	16	3	-10	3	1	-11	-5	-13	10	5
Cc1cc(C)n2cc(CSc3ncn[nH]3)nc2n1	15	7	-17	20	4	10	9	5	-5	2	-2
CC(NC(=O)c1ccc(CS(C)(=O)=O)cc1)c1ccc(-c2ccccc2)cc1 (configuration not stated)	5	-14	-10	40	20	-7	-15	4	-2	-2	-8
O=C(CCc1nc(-c2ccccc2F)no1)NCCN1CCN(Cc2ccccc2)CC1	4	5	23	-1	4	12	11	-4	2	16	1
COc1ccc(-c2noc(CN3CCN(c4ccccc4F)CC3)n2)cc1OC	26	-9	-2	-9	15	-16	9	7	-2	4	8
Clc1nc(NCCN2CCOCC2)nc(NCc2ccccc2)n1	1	4	-2	-5	-1	6	3	0	8	-12	-11
Cc1noc(C)c1COc1ccc(C(=O)OCC(=O)Nc2ccc3c(c2)OCO3)cc1	3	0	-1	-12	-8	7	-2	9	18	-15	-4
CSc1nc2ccc(NC(=O)C3CCCO3)cc2s1 (configuration not stated)	-47	-116	-26	7	22	-60	-25	-78	-7	-59	7

16 successive entries out of the list so far, for reference:
SMILES	TROY NFkB inh	LRH-1 inv ag	COUP-TFII inh	TWEAK-Fn14 inh	C8 TRAIL sens	SRC3 inh	LMP1 NFkB inh	NCOA1 inh	NOD2-RIPK2 inh	SRC2 inh	TLR9-MyD88 block
CCn1c(N)c(C(=O)NC)sc1=S	10	9	-16	-14	-1	3	-4	-14	-5	9	-8
O=C(N/N=C/c1ccncc1)c1cc(C2CC2)nc2ccccc12	4	-5	x	6	-16	11	-7	5	-1	x	8
COC(=O)CC1C(=O)NCCN1C(=O)CSc1nnc(Nc2ccc(C)cc2)s1 (configuration not stated)	-1	-14	5	4	-4	12	2	-26	-8	2	11
Cc1ccc2nc(SCC(=O)c3ccc(O)cc3O)[nH]c2c1	-44	-69	-23	-17	2	-62	-12	-87	-6	-30	1
CC(Oc1ccc(Cl)cc1Cl)C(=O)NNC(=O)C(=O)N1CCCCC1 (configuration not stated)	-13	-2	14	13	-3	14	-6	15	-8	-10	3
CCOc1ccc(OCc2ccc(C(=O)N3CCCCC3)o2)cc1	-1	-28	9	-12	-4	-13	-3	-12	-1	-21	5
COc1ccc(OC)c(NC(=O)CN2c3cccc4cccc(c34)S2(=O)=O)c1	-4	-19	12	-15	5	13	-1	13	-4	3	-14
CCOc1ccccc1C1C(C(N)=O)=C(C)Nc2nc(-c3ccc(OC)cc3)nn21 (configuration not stated)	-15	-1	-1	5	23	4	14	-3	-8	-2	-2
CC(OC(=O)Cc1c[nH]c2ccccc12)C(=O)Nc1ccc(S(N)(=O)=O)cc1 (configuration not stated)	22	16	-24	24	1	-3	1	-7	-1	4	-1
CCn1ncc(/C=N\NC(=O)COc2cc(C)cc(C)c2)c1C	-2	-1	15	5	2	21	-6	-2	-7	-26	-2
COc1cc(C(=O)N(CCN(C)C)CC2CCCN(Cc3ccccc3F)C2)ccc1C (configuration not stated)	7	-2	4	-3	3	2	1	-16	3	-19	5
CSCCC(NS(=O)(=O)c1ccc2ccccc2c1)C(=O)O (configuration not stated)	-8	16	3	-10	3	1	-11	-5	-13	10	5
Cc1cc(C)n2cc(CSc3ncn[nH]3)nc2n1	15	7	-17	20	4	10	9	5	-5	2	-2
CC(NC(=O)c1ccc(CS(C)(=O)=O)cc1)c1ccc(-c2ccccc2)cc1 (configuration not stated)	5	-14	-10	40	20	-7	-15	4	-2	-2	-8
O=C(CCc1nc(-c2ccccc2F)no1)NCCN1CCN(Cc2ccccc2)CC1	4	5	23	-1	4	12	11	-4	2	16	1
COc1ccc(-c2noc(CN3CCN(c4ccccc4F)CC3)n2)cc1OC	26	-9	-2	-9	15	-16	9	7	-2	4	8

Other records follow.
SMILES	TROY NFkB inh	LRH-1 inv ag	COUP-TFII inh	TWEAK-Fn14 inh	C8 TRAIL sens	SRC3 inh	LMP1 NFkB inh	NCOA1 inh	NOD2-RIPK2 inh	SRC2 inh	TLR9-MyD88 block
Cc1nnc(SCC(=O)NC2CCS(=O)(=O)C2)n1Cc1ccccc1 (configuration not stated)	-13	-4	-10	21	-4	-17	2	4	-3	9	-1
CCCN(CC(=O)Nc1ccc(F)c(F)c1F)C(=O)C1CC(=O)N(Cc2ccccc2)C1 (configuration not stated)	-28	7	-7	-2	2	8	-1	-15	-6	21	5
CCN(CCn1cccn1)C(=O)c1cc(COc2ccccc2SC)on1	-60	-59	-54	-3	3	-52	-20	-91	-2	-77	-7
COc1cc(OCC(=O)NC(C)C)cc2c1C(=O)O[C@@H](C)CCCC(=O)CCCCC2	0	1	-1	4	1	-8	-2	11	1	-2	4
NNC(=O)c1nn(-c2ccc(Cl)cc2)ccc1=O	5	-31	-9	4	3	-27	-1	-1	-9	-8	4
Cc1ccc(-c2nnc(N3CCCCC3)c3ccccc23)cc1S(=O)(=O)N(C)C	16	2	10	18	8	13	11	1	-10	-12	-14
COc1ccc2[nH]c(C(=O)N3CCN(Cc4ccccc4)CC3)cc2c1OC	7	12	3	-9	-10	-1	-3	-7	-13	-9	-6
CCOC(=O)c1cc(-c2ccc(OC)cc2)n[nH]1	-42	-54	-41	-16	-4	-50	-5	-40	7	0	3
CC1(Oc2ccc(Cl)cc2)CCN(Cc2cccn2-c2nccs2)C1 (configuration not stated)	-6	2	13	-11	8	2	x	5	-11	24	x
COc1ccc(C2NC(=O)NC(C)=C2C(=O)OC2CCCC(C)C2)cc1 (configuration not stated)	44	3	6	73*	-7	12	11	-9	4	14	0
CCc1ccc2[nH]c(=O)c(CN(CCCN3CCOCC3)C(=O)Nc3ccc(Cl)cc3)cc2c1	-18	5	2	5	9	8	9	14	-3	-7	-5
Cc1noc(C)c1C(=O)OCC(=O)NC1CC1	0	6	13	6	-1	5	4	-10	-7	18	15
COc1ccc(CC(=O)NCc2nnc(SCC(=O)Nc3cccc(F)c3)n2C)cc1	1	2	-9	-9	7	3	2	-13	8	-1	-12
Nc1c(C(=O)NCCN2CCOCC2)c2nc3ccccc3nc2n1-c1ccccc1	4	-24	34	-19	-2	-5	-4	4	-15	-21	-5
NNC(=O)CN1C(c2ccccc2)=Nc2ccc(Br)cc2C1c1ccccc1 (configuration not stated)	24	-6	5	-18	-4	8	-4	5	-4	8	-16
CCOC(=O)C1CCCN(C(=O)c2cc(-c3ccccc3)cs2)CC1 (configuration not stated)	-14	-17	17	-46	8	-3	x	-26	5	12	x
O=C(CS(=O)(=O)c1ccccc1)Nc1ccc(Cl)cn1	-22	-1	-8	5	-3	-6	-5	4	5	-15	-11
CN(C)C(=O)NC(NC(=S)Nc1ccccc1)C(Cl)(Cl)Cl (configuration not stated)	-8	-16	-4	-1	-3	11	-18	14	-10	-17	-3
COc1ccc(NC(=O)Nc2ccc(N(C)C)cc2)cc1	-50	-111	-38	7	13	-76	4	-104	-6	-12	5
CC(=O)c1cnn(-c2ccc(Cl)cc2)c1C	-33	-19	7	15	5	10	-1	-4	-6	1	-3
N/C(CS(=O)(=O)c1ccc(F)cc1)=N\O	-24	8	13	1	-10	20	-1	0	-12	-10	-3
CSCCC(NC(=O)c1ccccc1)C(=O)N1CC=C(c2ccccc2)CC1 (configuration not stated)	7	9	6	17	19	4	-6	-18	3	-62	-2
